High-throughput results as filed in PubChem BioAssay.
hiPSC survival = hiPSC single-cell survival enhancement; survival enhancement, % at 20 µM; 360,000 compounds, 0.044% hits; ATPlite luminescence; 100% = ROCK inhibitor wells, 0% = DMSO; in the data active = survival enhancement above about 18%;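 also: cells exposed to compounds for 16 hours before the ATP read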
HIF-2a inh = inhibitors of HIF-2a; 786-0 RCC cells HIF-2a reporter, luciferase luminescence, overnight; inhibition, % at 18.8 µM; 360,000 compounds, 0.72% hits;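 active = inhibition of the luminescence signal of 40% or more relative to plate controls, in a single-dose primary screen at 18.75 µM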
NR2E3 ag-1 = NR2E3 (human) agonism | GST-NR2E3/biotin-RetCOR TR-FRET, 1536-well | inhibition of corepressor binding, % at 4.78 µM | AID 2300 | 320,000 compounds, 0.12% hits;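 active = percent inhibition above the cutoff of mean plus 3 SD of all tested compounds, set per screening campaign, cut at about 20% in these data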;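 also: 0% = DMSO wells and 100% = biotin wells as full block of FRET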
Target sequence (Q9Y5X4 whole entry, looked up): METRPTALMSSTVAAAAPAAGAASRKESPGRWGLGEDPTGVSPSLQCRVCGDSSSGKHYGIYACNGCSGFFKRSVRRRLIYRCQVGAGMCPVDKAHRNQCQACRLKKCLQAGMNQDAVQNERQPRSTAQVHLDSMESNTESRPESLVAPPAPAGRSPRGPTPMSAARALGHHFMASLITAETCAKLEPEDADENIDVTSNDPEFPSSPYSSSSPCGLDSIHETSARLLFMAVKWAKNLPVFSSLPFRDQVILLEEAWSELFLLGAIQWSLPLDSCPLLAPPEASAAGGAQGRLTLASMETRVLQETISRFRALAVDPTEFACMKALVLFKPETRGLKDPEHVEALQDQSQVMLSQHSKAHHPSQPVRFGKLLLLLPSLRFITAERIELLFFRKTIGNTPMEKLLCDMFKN
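Material: NR2E3–RetCOR corepressor complex | Quantity: 1.35 nM GST-tagged NR2E3 final | Schedule: 5 h at 4 °C | Replication: Singlicate compound wells | Reagent: RetCOR corepressor, biotinylated, 7 nM | Controls: Biotin wells as high control, 0.6% DMSO wells as low control | Signal: TR-FRET, Eu(K)-anti-GST donor, streptavidin-D2 acceptor, ex 340, em 617/671 nm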
Peg3 prom inh = reduces Peg3 promoter-driven luciferase expression in HeLa; HeLa PEG-Prom luciferase reporter, luminescence, overnight; 360,000 compounds, 1.7% hits; inhibition, % at 20 µM;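 active = inhibition of at least 50% at 20 µM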
TWEAK Fn14 block = TWEAK-Fn14 signaling inhibition | TWEAK-stimulated Fn14 reporter cells, luciferase luminescence, 8 h | inhibition, % at 10 µM | 360,000 compounds, 2% hits; in the data active = inhibition above about 50%
CF NFkB inh = inhibitors of cystic fibrosis induced NF-kB; KKLEB NF-kB-GFP reporter, PAF-induced, GFP fluorescence overnight; inhibition, % at 5 µM; 360,000 compounds, 0.86% hits;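 active = at least 50% inhibition at 5 µM, scaled per plate between neutral and stimulator controls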;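 also: PAF is a Pseudomonas aeruginosa culture filtrate used as stimulus; plate controls were PAF-stimulated DMSO wells for no effect and unstimulated DMSO wells for full effect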
NR2E3 ag-2 = activates human NR2E3 receptor; CHO-S Gal4-NCOR/VP16-NR2E3 two-hybrid, luciferase; inhibition of corepressor binding, % at 3.98 µM; 360,000 compounds, 0.35% hits; AID 602229; Q9Y5X4;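 active = inhibition above the mean of all tested compounds plus 3 SD, cut at about 70% in these data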;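 also: 0% = DMSO with NR2E3 transfected cells and 100% = cells lacking NR2E3 construct; higher means lower luciferase signal from less NR2E3 corepressor binding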
TRPM1 prom inh = reduces MITF-dependent TRPM1 promoter luciferase signal; inhibition, % at 12.5 µM; 330,000 compounds, 0.83% hits; SK-MEL-5 TRPM1 promoter luciferase, 24 h;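 active = mean inhibition across replicates of 60% or more, whatever share of single replicates reaches that level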; also: values of inactives mirror those of a sister screen read the other way
Shn3 3UTR inh = inhibitors of Schnurri-3 3'UTR reporter in osteoblasts. inhibition, % at 12.5 µM. 360,000 compounds, 0.52% hits. AID 588674. Clone20 osteoblast Shn3 3'UTR firefly luciferase, 24 h;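 active = mean inhibition of at least 75% with every replicate also reaching 75%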;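 also: 0% = median of neutral control wells and 100% = pilot-screen positive control compound; some compounds past the cut are filed as inactive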
KKLEB cytotox = reduces viability of KKLEB cystic fibrosis airway cells; KKLEB CF airway cells viability, ATPlite luminescence, overnight; hits give low values; cells stimulated with P. aeruginosa culture filtrate; 360,000 compounds, 0.36% hits; AID 602141; activity change (cytotoxicity), % at 5 µM;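 active = corrected activity change at or below -50% at 5 µM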
aDG glyco up = alpha-DG glycosylation activation. Pro5-aDG cells, alpha-DG glycosylation AlphaScreen (IIH6); 0% Pro5, 100% B10-LARGE cell signal. activation, % at 10 µM. 360,000 compounds, 0.22% hits;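 active = activation of at least 8% versus controls, or a plate z-score of at least 8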;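 also: Pro5 are CHO cells carrying HIG-tagged alpha-DG that lacks glycosylation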
An asterisk follows results filed as active; . = not tested or not shown.

The first three records, to show the layout:
SMILES | hiPSC survival | HIF-2a inh | NR2E3 ag-1 | Peg3 prom inh | TWEAK Fn14 block | CF NFkB inh | NR2E3 ag-2 | TRPM1 prom inh | Shn3 3UTR inh | KKLEB cytotox | aDG glyco up
Nc1cc(S(=O)(=O)c2ccc(N3CCCCC3)c(N)c2)ccc1N1CCCCC1 | 1.1 | -8 | . | 13 | 15 | -8 | 94* | . | 61 | 0 | 1.4
CCOC(=O)CSc1nc2c(sc(=S)n2CCc2ccccc2)c(=O)n1Cc1ccco1 | 0.4 | -6 | 1 | 28 | -18 | 5 | -8 | -25 | 7 | -11 | 0.0
CCOC(=O)c1c(C)c(C(=O)NCc2ccc3c(c2)OCO3)c(C)n1C | 2.1 | -4 | 2 | 9 | -33 | 2 | -10 | 4 | 8 | -11 | -0.1

Results, from the start:
SMILES | hiPSC survival | HIF-2a inh | NR2E3 ag-1 | Peg3 prom inh | TWEAK Fn14 block | CF NFkB inh | NR2E3 ag-2 | TRPM1 prom inh | Shn3 3UTR inh | KKLEB cytotox | aDG glyco up
Nc1cc(S(=O)(=O)c2ccc(N3CCCCC3)c(N)c2)ccc1N1CCCCC1 | 1.1 | -8 | . | 13 | 15 | -8 | 94* | . | 61 | 0 | 1.4
CCOC(=O)CSc1nc2c(sc(=S)n2CCc2ccccc2)c(=O)n1Cc1ccco1 | 0.4 | -6 | 1 | 28 | -18 | 5 | -8 | -25 | 7 | -11 | 0.0
CCOC(=O)c1c(C)c(C(=O)NCc2ccc3c(c2)OCO3)c(C)n1C | 2.1 | -4 | 2 | 9 | -33 | 2 | -10 | 4 | 8 | -11 | -0.1
Cc1c(NC(=O)c2cc(Br)ccc2Cl)cccc1-n1cnnn1 | 1.1 | -13 | . | 1 | -15 | 2 | -15 | -2 | -9 | -4 | -0.3
CCC1Sc2ccc(S(=O)(=O)CCC(=O)NCc3ccc(C)o3)cc2NC1=O (stereo not drawn) | -0.4 | 13 | -1 | 20 | 14 | 6 | -42 | 9 | -12 | 9 | -0.1
CN(C1CCCCC1)S(=O)(=O)c1ccc(NC(=O)C2CCCCC2)cc1 | -0.4 | 15 | -1 | 18 | -30 | 3 | 23 | 6 | 19 | -1 | 0.1
O=C(c1cccs1)N1CCN(c2ccc(F)cc2)CC1 | 0.7 | -20 | 1 | -36 | -22 | -6 | -31 | -11 | -11 | 4 | -0.1
O=C(COc1ccc2c3c(c(=O)oc2c1)CCC3)NCc1cccnc1 | 1.9 | -17 | 0 | 1 | 4 | -6 | -18 | -15 | 7 | -10 | -0.3
Cc1ccc(C(=O)O)cc1S(=O)(=O)N1CCSCC1 | -2.7 | 16 | 0 | 5 | -12 | 15 | 12 | -5 | -25 | -2 | -0.2
O=C(N/N=C/c1ccc(-c2ccccc2C(=O)O)o1)c1cccs1 | 5.0 | 1 | -3 | -4 | 13 | -4 | -36 | 0 | -2 | 10 | -0.1
CCN(CC(=O)Nc1ccc(OC)cc1)C(=O)c1cccc(S(=O)(=O)N2CCN(c3ccccc3)CC2)c1 | 5.2 | 12 | . | 26 | -1 | -8 | 34 | . | 47 | 7 | 0.7
N#Cc1c(-c2ccco2)cc(-c2ccc(F)cc2)nc1N | 3.7 | -16 | 3 | -5 | 5 | -8 | 4 | 28 | 5 | 0 | 0.3
CCOCCCn1c(SCC(=O)Nc2ccc(OC)cc2)nc2ccccc2c1=O | -0.9 | 12 | 2 | 17 | -6 | -4 | -13 | -2 | 18 | -7 | 0.1
Clc1ccc(NCc2cccnc2)c(Cl)c1 | -0.6 | -34 | 0 | -7 | -34 | 0 | -12 | -2 | -7 | -3 | 0.2
COc1cccc(C(=O)Nc2cnc(NC(=O)c3ccco3)cc2C)c1 | -0.7 | -78 | 1 | -43 | -10 | -12 | -48 | 5 | -14 | 18 | -0.1
FC(F)(F)c1cc(C(F)(F)F)c2ccc(N/N=C/c3ccccc3)nc2n1 | -1.5 | 10 | 0 | 4 | -39 | -2 | -2 | -7 | -5 | 7 | -0.4
COc1ccc(-n2cnnc2SC(C)C(=O)Nc2cccc([N+](=O)[O-])c2)cc1 (stereo not drawn) | -0.1 | 30 | -1 | 7 | -1 | 4 | -5 | 0 | 10 | -8 | 0.0
Cc1ccc(NC(=O)Cn2c(=O)oc3ccccc32)cc1Cl | -0.4 | -2 | 2 | -13 | 7 | -17 | -17 | -1 | 7 | -10 | 0.1
Cc1cccc(C(=O)Nc2cccnc2Cl)c1 | -0.7 | -74 | 2 | -67 | 9 | 17 | -14 | -15 | -5 | -2 | 0.2
C=CCON1C(=O)c2ccccc2C1=O | 5.2 | 15 | 1 | 12 | 5 | 9 | 0 | 9 | 5 | -2 | -0.1
COC(=O)c1sccc1NC(=O)c1cccs1 | -0.8 | 3 | -13 | 5 | -4 | -18 | 25 | 4 | 5 | 7 | 0.0
CSCC[C@H](NC(=O)[C@H](Cc1ccccc1)n1c(=O)[nH]c2ccccc2c1=O)C(=O)N1CCC(C(=O)O)CC1 | -2.7 | 10 | 1 | -4 | 0 | -35 | -5 | 3 | 6 | 6 | -0.2
Clc1cccc(C[n+]2cc(-c3ccccc3)n3c2CCC3)c1 | -0.5 | -6 | 4 | -12 | 2 | 5 | -6 | 15 | 15 | -2 | 0.1
NS(=O)(=O)c1ccc(CCNC(=O)CN2CCN(c3ccccc3F)CC2)cc1 | -1.8 | 7 | -1 | 6 | 4 | 6 | -2 | 0 | -8 | -3 | -0.1
O=c1cc(CSc2ccccc2)[nH]c2ccccc12 | -0.8 | 14 | -2 | 8 | 17 | 10 | -29 | 4 | 25 | 1 | 0.4
CCc1nc2ccc(C(=O)N(C)CCN(C)C)cn2c1N(CC)C(=O)NCCc1ccccc1 | -0.2 | -47 | . | -24 | -1 | -4 | -51 | . | -5 | 3 | -0.2
CCOC(=O)C1=C(C)N(CCO)C(=O)NC1c1ccccc1 (stereo not drawn) | 0.0 | 4 | 0 | 15 | 1 | -15 | 4 | 14 | -13 | -3 | -0.3
Cc1cccn2cc(CNC(=O)c3ccco3)nc12 | 7.2 | -3 | 2 | 0 | -4 | 13 | 2 | -5 | -7 | 4 | 0.0
CN1C(C(=O)N2CCc3ccccc3C2)=CC(c2ccc(F)cc2)=NS1(=O)=O | 2.4 | 12 | 0 | 28 | 12 | -13 | 13 | 23 | 21 | -7 | 0.0
Cc1nnc(SCC(=O)NC2CC2)n1CC1CCCO1 (stereo not drawn) | -0.6 | 10 | -2 | 9 | 1 | -13 | -8 | -2 | -8 | 31 | -0.1
CCN(CC1COc2ccccc2O1)C(=O)CN1C(=O)NC(C)(c2ccc(C)cc2)C1=O (stereo not drawn) | -0.3 | -4 | 5 | 0 | -22 | -2 | 2 | 9 | 11 | 5 | 0.1
Cc1cccc(Oc2ccc(NC(=O)c3ccccc3C(=O)O)cc2)c1C | -1.4 | -36 | -3 | -9 | 8 | -4 | -3 | -5 | -15 | 9 | -0.3
Cc1coc2c(C)c3oc(=O)c(CCC(=O)NCCCN4CCOCC4)c(C)c3cc12 | 3.1 | 2 | -1 | -3 | -24 | -10 | -27 | -7 | 8 | 12 | 0.1
Cc1cc(=O)oc2cc(NC(=O)C(C)Oc3ccccc3)ccc12 (stereo not drawn) | -0.5 | -63 | 1 | -38 | -23 | 10 | -7 | -16 | -9 | 4 | 0.2
CCOC(=O)c1ccc(NC(=S)NCc2ccccc2)cc1 | 0.3 | -10 | 8 | -19 | -2 | -7 | -17 | -14 | -7 | -3 | 0.2
CCOc1ccccc1-c1nc(C(N)=O)c2[nH]c(=O)n(-c3ccc(F)cc3)c2n1 | -0.3 | 11 | 5 | 2 | -16 | 8 | 9 | 12 | -7 | -8 | 0.0
Cc1ccc(C(C(=O)NC2CCCC2)N(CCCO)C(=O)Cn2nnc(-c3ccc(C)o3)n2)cc1 (stereo not drawn) | 0.8 | 8 | -1 | 15 | 4 | -16 | -16 | 3 | 3 | 17 | 0.1
COc1ccc(C)cc1N(CC(=O)N1CCCCCC1)S(=O)(=O)c1ccccc1 | 0.2 | 1 | 3 | 11 | 22 | -11 | -29 | -6 | -10 | 13 | 0.0
CC(C)[C@H](NC(=O)c1ccccc1)C(=O)OCc1nnc(-c2ccccc2)o1 | 0.2 | 3 | -1 | 5 | -9 | -15 | 8 | -7 | -4 | 2 | -0.3
COC(=O)c1sc(N)c(C(=O)OC)c1COC(=O)C12CC3CC(CC(O)(C3)C1)C2 | -0.4 | 9 | -1 | 3 | -11 | 4 | -5 | 12 | -4 | 2 | -0.2
CC1CCc2sc(C(=O)NC(C)C3CCCO3)cc2C1 (stereo not drawn) | 0.0 | -183 | -5 | -217 | -31 | 2 | -78 | -31 | -49 | -7 | -0.1
COc1ccccc1/C=C/C(=C1/C(=O)N(c2ccccc2)N=C1C)c1ccc(C)cc1 | 0.4 | 0 | 0 | 15 | -10 | 20 | 0 | 6 | -2 | 7 | -1.4
O=C(c1ccc(Cl)c(S(=O)(=O)N2CCCCCC2)c1)N1CCN(c2ccc(O)cc2)CC1 | 0.9 | 11 | 0 | 6 | 4 | 2 | 24 | 28 | 7 | 0 | 1.1
COc1ccccc1NC(=O)c1ccc(COc2ccc3c(c2)CCC3)cc1 | 0.6 | -71 | 0 | -88 | -18 | 5 | -101 | -10 | -18 | -1 | -0.1
O=C1CC(NCc2ccc3c(c2)OCO3)C(=O)N1Cc1ccc2c(c1)OCO2 (stereo not drawn) | -1.0 | 14 | 0 | 5 | -21 | 1 | -5 | 10 | -16 | -6 | 0.0
CN1C(=O)S/C(=C/c2ccccc2OCc2ccc(C(=O)O)cc2)C1=O | -2.8 | 8 | 1 | 5 | 1 | -16 | 8 | -1 | -26 | 12 | -0.4
Cc1ccc2c(c1)cc1c(=O)n(CC(=O)N3CCCC3)nc(C)n12 | -0.8 | -13 | -3 | -12 | 2 | -16 | 15 | -10 | -8 | -1 | -0.1
CCN(CC(=O)Nc1ccc2c(c1)OCCO2)CC(=O)Nc1ccccc1C(F)(F)F | -0.5 | 4 | . | 10 | -15 | 1 | -8 | 10 | -20 | 6 | 0.3
CCOC(=O)c1sc(Nc2ccccc2)nc1C | -0.5 | -259 | 1 | -267 | -2 | 9 | -124 | -93 | -41 | -14 | 0.0
O=C(CN(C(=O)Cn1nnc(-c2ccc(F)cc2)n1)c1cnc2ccccc2c1)NCC1CCCO1 (stereo not drawn) | -0.8 | 17 | 1 | 5 | -10 | 7 | 7 | -6 | 10 | 6 | 0.6
CCN(Cc1ccccc1)C(=O)CCS(=O)(=O)c1ccc2c(c1)n(C)c(=O)c(=O)n2C | 2.6 | 6 | -1 | 1 | -3 | 0 | -19 | -4 | -5 | 4 | 0.2
C=C(C)CN=C1SC(C(=O)Nc2sc3c(c2C(=O)OC)CCC3)C(N)=C1C(N)=O (stereo not drawn) | 0.7 | 9 | 1 | 15 | 57* | -13 | -17 | -12 | -48 | 22 | 0.2
O=C(c1ccc2c(c1)OCO2)C1CCCN(C2CCN(CCc3ccccc3)CC2)C1 (stereo not drawn) | -1.6 | 18 | 3 | 15 | -46 | -14 | -5 | -7 | 29 | -4 | 3.0
